# Bioassay records (PubChem)
# Mito fusion yeast: qHTS Assay for Small Molecule Inhibitors of Mitochondrial Division or Activators of Mitochondrial Fusion; Potency, µM (highest dose often 46.1 µM), for the others: at the highest dose growth rescue (activation), hits mostly activators; 320,000 tested, 0.23% active; S. cerevisiae fusion-defective mutant growth rescue, CellTiterGlo 48 h; AID 485298, 2010;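 note: potency is the fitted concentration of half-maximal effect; % of control where 0% means no effect; nearly all actives have a fitted effect of over 45% in size; temperature-sensitive fusion mutants such as fzo1-1 at 37 °C on non-fermentable ethanol glycerol medium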
#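 Growth-rescue viability read-out: after 48 h at the non-permissive 37C in glycerol/ethanol YPEG, yeast mitochondrial fusion mutants are measured by CellTiterGlo luminescence; compounds (23 nl pinned per well) restoring growth score as division inhibitors or fusion activators.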
# MBNL1 CUG block: qHTS Assay for Inhibitors of MBNL1-poly(CUG) RNA binding. AID 2675, 2010. Potency, µM (top dose mostly 57.5 µM), without a hit: top-dose activity change, negative = inhibition, hits mostly inhibitors. Muscleblind-like protein 1 (Homo sapiens), Q9NR56. TR-FRET MBNL1-His/biotin-(CUG)12 binding, 665/545 ratio. 280,000 tested, 0.036% active; active = well fitted inhibition curve with a large enough effect in the signal ratio, with a control signal flat, not every such curve was filed as active; inconclusive = small, poorly fitted or top-dose-only effect, or effect the other way, or a change in a side signal; inactive = no such curve, though single readings can be large or run the other way; the % refers to the signal ratio; note: potency is the fitted concentration of half-maximal effect; % is set by controls: 0 for no effect and ±100 for the full control effect
# Target sequence (Q9NR56 whole entry, looked up): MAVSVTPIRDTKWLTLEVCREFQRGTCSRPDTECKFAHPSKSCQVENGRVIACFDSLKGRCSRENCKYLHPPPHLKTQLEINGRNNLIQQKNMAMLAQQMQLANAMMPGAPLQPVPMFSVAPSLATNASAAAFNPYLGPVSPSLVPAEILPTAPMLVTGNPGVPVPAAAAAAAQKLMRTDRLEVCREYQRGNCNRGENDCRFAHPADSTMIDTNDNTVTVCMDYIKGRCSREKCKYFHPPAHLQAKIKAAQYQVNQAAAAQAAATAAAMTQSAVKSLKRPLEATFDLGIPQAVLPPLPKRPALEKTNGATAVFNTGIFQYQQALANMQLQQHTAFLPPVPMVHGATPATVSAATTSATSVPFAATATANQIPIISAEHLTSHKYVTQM
#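 TR-FRET between His-tagged MBNL1 and biotin-(CUG)12 RNA, detected with Tb anti-His antibody (0.055 ng/ul) and streptavidin-XL665 (5 nM), 60 min at room temperature. Compounds titrated 92 nM to 58 uM; 665/545 nm ratio normalized to buffer and complex controls.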
# FLuc modulator: qHTS profiling assay for firefly luciferase inhibitor/activator using purifed enzyme and Km concentrations of substrates (counterscreen for miR-21 project); 360,000 tested, 6.9% active; purified FLuc, Km substrates, luminescence inhibition; Potency, µM (top dose mostly 57.5 µM), for the others: at the highest dose activity change, negative = inhibition, hits mostly inhibitors;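 note: potency is the fitted concentration of half-maximal effect; plate controls were vehicle for no effect and reference inhibitor for full effect; nearly all actives have a fitted effect of over 55% in size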
# Target sequence (P08659 whole entry, looked up): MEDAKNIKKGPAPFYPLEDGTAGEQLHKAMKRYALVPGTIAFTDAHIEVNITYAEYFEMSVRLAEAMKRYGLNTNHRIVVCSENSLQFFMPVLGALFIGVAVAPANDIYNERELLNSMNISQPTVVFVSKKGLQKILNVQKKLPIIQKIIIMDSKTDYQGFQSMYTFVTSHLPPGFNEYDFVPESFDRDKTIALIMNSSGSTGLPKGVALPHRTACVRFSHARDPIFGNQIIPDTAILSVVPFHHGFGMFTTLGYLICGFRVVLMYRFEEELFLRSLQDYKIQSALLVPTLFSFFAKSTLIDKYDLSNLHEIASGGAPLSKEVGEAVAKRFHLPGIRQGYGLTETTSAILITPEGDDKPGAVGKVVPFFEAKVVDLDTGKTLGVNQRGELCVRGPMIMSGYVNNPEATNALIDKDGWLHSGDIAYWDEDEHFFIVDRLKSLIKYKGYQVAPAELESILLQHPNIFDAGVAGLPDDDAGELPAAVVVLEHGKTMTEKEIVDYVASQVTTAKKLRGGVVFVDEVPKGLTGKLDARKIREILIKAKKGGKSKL
#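 Purified P. pyralis luciferase (10nM final) with 10uM D-luciferin and 10uM ATP (Km levels) in 50mM Tris acetate pH 7.5, 10mM Mg acetate, 0.01% Tween-20, 0.05% BSA; qHTS 6-point titration, ~60 µM downward; luminescence read.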
# PKM2 act: qHTS Assay for Activators of Human Muscle isoform 2 Pyruvate Kinase. purified PKM2, Kinase-Glo ATP luminescence, activation; response scale: 0% is enzyme alone, no compound. AID 1631, 2009. 260,000 tested, 0.34% active. Pyruvate kinase PKM (Homo sapiens), P14618. Potency, µM (series often up to 57.5 µM), for the others: at the highest dose activation, actives largely listed as activators; note: potency is the fitted concentration of half-maximal effect; % is set by controls: 0 for no effect and ±100 for the full control effect; nearly all actives have a fitted effect of over 55% in size
#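 hPK-M2, >95% pure; 0.1 mM ADP / 0.5 mM PEP final; imidazole pH7.2 buffer w/ 7 mM MgCl2, 50 mM KCl; 1 h RT; Kinase-Glo lum. Intermediate enzyme activity for dual inhibitor/activator qHTS.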
# VP16 counter: VP16 counterscreen qHTS for inhibitors of ROR gamma transcriptional activity; AID 2546, 2010; Potency, µM (doses to about 53.6 µM), inactives show at the top dose activity, negative = inhibition, usual class: inhibitors; Drosophila S2 Gal4-VP16 UAS-luciferase, luminescence, 20 h; 310,000 tested, 3.5% active;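 note: Gal4-VP16 expression switched on by copper sulfate through the metallothionein promoter; potency is the fitted concentration of half-maximal effect; % is set by controls: 0 for no effect and ±100 for the full control effect; nearly all actives have a fitted effect of over 50% in size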
# NPC1 prom act: qHTS Assay for NPC1 Promoter Activators; 320,000 tested, 2.4% active; Potency, µM (series often up to 9.22 µM), for the others: at the highest dose activation, most hits filed as activators; Huh7 NPC1 promoter luciferase reporter, 24 h;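 note: potency is the fitted concentration of half-maximal effect; % of control where 0% means no effect; nearly all actives have a fitted effect of over 60% in size; reporter is driven by a mutant NPC1 promoter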
#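 Luminescence read-out of NPC1 promoter-driven luciferase in stably transfected Huh7 cells; compounds delivered in DMSO and left 24 h at 37C, 5% CO2, qHTS titration format.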
# RORgamma inh: qHTS for inhibitors of ROR gamma transcriptional activity; Nuclear receptor ROR-gamma (Mus musculus), P51450; Drosophila S2 Gal4-RORgamma UAS-luciferase reporter, 20 h; 310,000 tested, 5.4% active; AID 2551, 2010; Potency, µM (doses to about 53.6 µM), for the others: at the top dose activity change, negative = inhibition, usual class: inhibitors; note: potency is the fitted concentration of half-maximal effect; % is set by controls: 0 for no effect and ±100 for the full control effect; nearly all actives have a fitted effect of over 60% in size
#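 ROR gamma transcriptional activity was tracked as Gal4-UAS luciferase output in stably transfected Drosophila Schneider cells, with compound added 1 hr before 700 uM copper sulfate induction and a 20 hr ambient-temperature incubation.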
# Menin MLL FP TR: qHTS Assay for Inhibitors Targeting the Menin-MLL Interaction in MLL Related Leukemias: Competition With Texas Red Labeled MLL-derived Mutant Peptide; Potency, µM (top dose mostly 61.6 µM), without a hit: at the top dose FP activity change, negative = inhibition, usual class: inhibitors; Menin + Texas Red MLL mutant peptide, fluorescence polarization; 270,000 tested, 0.23% active; O00255; active = well fitted inhibition curve with a large enough effect in the polarisation, with a control signal flat, not every such curve was filed as active; inconclusive = small, poorly fitted or top-dose-only effect, or effect the other way, or a change in a side signal; inactive = no such curve, though single readings can be large or run the other way; the % refers to the polarisation; note: potency is the fitted concentration of half-maximal effect; % of control where 0% means no effect; many of its hits are not listed in these tables
# ELG1 repair inh: qHTS screen for small molecules that inhibit ELG1-dependent DNA repair in human embryonic kidney (HEK293T) cells expressing luciferase-tagged ELG1 | AID 504467, 2011 | HEK293T ELG1-luciferase reporter, luminescence, 16 h; DNA damage induced by 5-fluorouridine | 330,000 tested, 2.3% active | Potency, µM (highest dose often 46.1 µM), inactives show top-dose activity change, negative = inhibition, usual class: inhibitors; note: potency is the fitted concentration of half-maximal effect; % is set by controls: 0 for no effect and ±100 for the full control effect; nearly all actives have a fitted effect of over 55% in size
#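 Luminescence from the luciferase reporter, measured 30 min after ONE-Glo reagent at room temperature, was the read-out. Beforehand, 2,000 cells per well were exposed for 16 hr at 37 °C to 5-fluorouridine together with compound or vehicle.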
# Rab9 prom act: qHTS Assay for Rab9 Promoter Activators; Huh7 Rab9 promoter-luciferase reporter, luminescence, 24 h; Potency, µM (series often up to 9.22 µM), without a hit: at the top dose activation, negative = inhibition, usual class: activators; 320,000 tested, 2.8% active; note: potency is the fitted concentration of half-maximal effect; % of control where 0% means no effect; nearly all actives have a fitted effect of over 60% in size
#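 Luciferase signal after 10 min detection reagent at ambient indicates Rab9 promoter upregulation; stably transfected Huh7 cells were treated 24 h with compound in DMSO at 37 °C, 5% CO2.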
# KCNH2 3.1 block: qHTS for Inhibitors of KCHN2 3.1: Mutant qHTS; Potassium voltage-gated channel subfamily H member 2, brain isoform KCNH2 3.1 (human); U2OS KCNH2 3.1, thallium flux FluxOr; stronger effect = lower value; activity change, % (tested at about 1.8 µM); 340,000 tested, 0.95% active;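 active = maximum activity change below -70%; inconclusive = maximum activity change from -70% to -50%; inactive = maximum activity change above -50%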;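 note: thallium influx rate constant from kinetic fluorescence after stimulation buffer; % is set by controls: 0 for no effect and ±100 for the full control effect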
#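 FluxOr-based Tl+ influx in U2OS cells transduced with KCNH2 3.1 virus; rate constants normalized to DMSO controls.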
# Active calls of the source: *; ? = inconclusive; / = no result given; & = joins results of further samples; [ ] = another dose, or the depositor's remark. Unless noted, calls come from the whole dose curve; as a rule, active = well fitted curve in the direction sought with a large enough effect; inconclusive = small, poorly fitted or top-dose-only effect, or another doubt; inactive = no such curve, though single readings can be large; an effect the other way counts as inactive or inconclusive.
SMILES,Mito fusion yeast,MBNL1 CUG block,FLuc modulator,PKM2 act,VP16 counter,NPC1 prom act,RORgamma inh,Menin MLL FP TR,ELG1 repair inh,Rab9 prom act,KCNH2 3.1 block
CCCn1cc(CN2CCCC(C(=O)c3cccc(OC)c3)C2)c(C)n1 (stereo not given),-5%,2%,-2%,1%,5%,-4%,10%,3%,9%,1%,-5
CCC(=NCc1ccco1)c1c(O)n(-c2ccc(OC)cc2)c(=O)[nH]c1=O,1%,4%,-1%,-1%,7%,-1%,?,?,6%,2%,6
FC(F)(F)Oc1ccc(NC2=NCCCS2)cc1,-1%,2%,-10%,/,20%,6%,-28%,-18%,21%,11%,-6
Cc1cc(OCC(=O)N2C[C@H]3C[C@@H](C2)c2cccc(=O)n2C3)c2c(C)cc(=O)oc2c1,-8%,-1%,-1%,-1%,-6%,1%,-22%,-4%,12%,-10%,8
NC12CN3CN(CN(C3)C1)C2 (tested in a mixture with another compound),-2%,0%,0%,-3%,-3%,3%,16%,3%,-3%,2%,6
C/C=C1/CN2C3CC1C(CO)(C(=O)OC)C2Cc1c3n(C)c2ccccc12 (stereo not given),-15%,9%,2%,-8%,-1%,-5%,-38%,/,1%,2%,6
COc1ccccc1N1CCN(C2CCCN(C(=O)COc3ccccc3Cl)C2)CC1 (stereo not given),4%,-6%,8%,5%,/,1%,/,-16%,?,-4%,-3
CC1CCN(C(=O)c2ccc(N3CC4CC(C3)c3cccc(=O)n3C4)c([N+](=O)[O-])c2)CC1 (stereo not given),-4%,?,3%,13%,6%,0%,-9%,1%,3%,-1%,16
COc1cc(OC)cc(C(=O)NC(=S)N2C[C@H]3C[C@H](C2)c2cccc(=O)n2C3)c1,-1%,-7%,2%,-3%,-7%,2%,11µM*,0%,-15%,-3%,0
COC(=O)CC1(Cc2ccccc2)C(=O)NC(=O)NC1=O,-3%,1%,-1%,-4%,0%,-1%,6%,7%,21%,-15%,2
C[C@]12CCC3C(CCC4=CC(O)CC[C@@]43/C=N/O)C1(O)CCC2C1=CC(=O)OC1 (stereo not given in full),15%,9%,0%,/,-19%,-42%[inhibitor],-1%,-27%,1.5µM*,-39%[inhibitor],7
CN(C)S(=O)(=O)c1cccc(C(=O)N2CCC(C(=O)O)(c3ccccc3)CC2)c1,1%,-4%,2%,1%,4%,-6%,-6%,2%,-1%,0%,-1
COc1cc(/C=N/NC(=O)CN2CC(c3ccccc3)CC2=O)ccc1OC(=O)N(C)C (stereo not given),0%,12%,-1%,-4%,0%,-1%,10%,/,6%,3%,6
Cc1nn(Cc2ccccc2)c(C)c1C(=O)NCc1ccccc1,-1%,/,3%,-1%,-5%,-36%[inhibitor],-1%,-16%,0%,-3%,-30
C/C=C1/CC(C)C(C)(O)C(=O)OCC2CCN3CCC(OC1=O)C23 (stereo not given),0%,12%,-7%,-1%,-2%,-5%,0%,1%,3%,0%,-5
Cc1c(C(c2ccccc2Cl)c2c(O)c3ccccc3oc2=O)c(=O)n(-c2ccccc2)n1C (stereo not given),-27%,-24%,14%,2%,-4%,-19%,?,0%,0%,-2%,7
Nc1c(C(=O)NCCCc2ccccc2)c2nc3ccccc3nc2n1Cc1cccs1,8%,-1%,0%,-11%,?,-1%,?,/,15µM*,-1%,-2
FC(F)(F)c1cccc(-n2nnnc2C2(N3CCOCC3)CCCCC2)c1,-1%,1%,4%,2%,0%,-3%,33%,-19%,-11%,-2%,-5
Nc1cccc(N=Cc2c(O)n(Cc3ccc(F)cc3)c(=O)[nH]c2=O)c1,-2%,-3%,-1%,4%,2%,-3%,41%,12%,-14%,6%,2
O=C1CN=C(c2ccc(Br)cc2)c2oc3ccccc3c2N1,-4%,-11%,-5%,5%,?,1%,?,-17%,16%,-15%,-5
c1ccc2cc(CC3=NCCN3)ccc2c1,18%&-2%,-8%,3%,-4%,-4%&2%,-1%[46.1 µM],-22%&10%,-13%&3%,-1%,-11%[46.1 µM],0
CCOc1ccc(C2SCC(=O)Nc3c2c(=O)[nH]n3C2CCCCCC2)cc1 (stereo not given),-1%,-6%,5%,-2%,-24%,2%,10%,4%,-1%,0%,5
O=P(c1ccccc1)(c1ccccc1)N1CCCCC1,-1%,-12%,-2%,6%,4%,0%,4%,0%,8%,9%,-3
CCOc1ccc(-n2c(O)c(C=Nc3ccc(N4CCOCC4)cc3)c(=O)[nH]c2=O)cc1,-1%,7%,-4%,6%,-11%,2%,-20%,-5%,1%,2%,7
CC1CCCN(C(=O)CCl)C1 (stereo not given),-13%,/,-1%,10%,5%,-5%,-17%,-6%,-4%,-1%,-28
COc1ccc(C2=NCC(=O)N(CC(=O)NCc3ccco3)c3sc4c(c32)CCCC4)cc1OC,0%,-12%,3%,2%,-11%,-5%,28%,-9%,-19%,3%,6
O=c1cccc2n1C[C@@H]1C[C@@H]2CN(CC(O)c2ccc([N+](=O)[O-])cc2)C1 (stereo not given in full),0%,?,0%,/,4%,3%,1%,?,-5%,2%,5
Cc1cc(C(=O)OCC(=O)Nc2ccc(F)cc2)c(C)n1C1CC1,10%,/,-8%,/,/,-6%,/,/,?,0%,1
CCc1ccc(N2C(=O)CC(=O)NC2=O)cc1,1%,1%,-2%,5%,-9%,-1%,2%,0%,-1%,2%,5
Cc1cccc(CNCCc2c[nH]c3ccccc23)c1,-14%,-4%,-4%,0%[11.5 µM],-9%,6%,-35%,-13%,9%,3%,1
C/C(=N\OC(=O)NC(C)C)c1sc(-c2ccc(Cl)cc2)nc1C,11%,?,13µM*,-4%,-9%,?,25%,/,?,?,-1
O=c1[nH]c(=S)n(-c2ccc(Br)cc2)c(O)c1C=Nc1ccc(N2CCOCC2)cc1,-14%,/,-11%,-5%,-3%,4%,?,15%,?,-3%,3
COc1ccc(-n2c(-c3ccc(C)cc3)nc3ccccc3c2=O)cc1,11%,/,?,-3%,-8%,23%,35%,/,?,?,12
COc1cc(C(c2c(C)[nH]n(-c3ccccc3)c2=O)c2c(C)[nH]n(-c3ccccc3)c2=O)cc(OC)c1OC,-1%,-23%,?,29%,5%,0%,8%,34%[activator],18%,1%,-18
N#Cc1ccccc1Cn1cc(C(=O)C2CC2)c2ccccc21,10%,7%,0%,6%,3%,1%,-19%,16%,-9%,2%,-9
Cn1nc(OC(=O)Nc2ccccc2)cc1C(F)(F)F,-1%,-4%,17µM*,-10%,-7%,?,-5%,9%,?,29%,/
Cc1c(C(=O)N2CCOCC2)sc2nc(-c3ccccc3)cn12,1%,1%,17µM*,-9%,3%,4µM*,38%,-14%,?,2.5µM*,-3
NC(=O)c1ccsc1NC(=O)COC(=O)Cc1ccccc1,8%,/,-15%,/,/,-3%,/,/,2%,-11%,-4
c1ccc(-c2nc(N3CCOCC3)s[n+]2-c2ccccc2)cc1,5%,-6%,7.6µM*,-17%,-19%,2%,-37%,4%,?,-1%,-24
Cc1cccc(N2C(=O)NC(=O)/C(=C/c3ccc(-c4ccc(C(=O)O)c(Cl)c4)o3)C2=O)c1,8%,5%,6µM*,?,-2%,-6%,0%,7%,10%,-2%,/
NC(=S)/N=C/c1c(O)[nH]c(=O)[nH]c1=O,15%,/,2%,-1%,5%,-19%,-18%,12%,5%,0%,-2
CCN1CC=C(c2c[nH]c3ccccc23)CC1,0%,16%,-1%,-10%,0%,-9%,21%,14%,-9%,-12%,-1
NS(=O)(=O)c1ccc(N=Cc2c(O)n(C3CCCCC3)c(=O)n(C3CCCCC3)c2=O)cc1,9%,-13%,6%,-1%,-11%,-5%,-10%,8%,?,-2%,1

# These rows are one share of the data (hit frequency here may not be typical).
